# Screens as filed in PubChem BioAssay.
# D1 ag: activates the human D1 dopamine receptor; HEK293 T-REx D1 cells, calcium flux, agonist mode; P21728; AID 504660; 360,000 tested, 1% active; activation, % at 2 µM; in the data active = activation above about 30%; note: 0% is about no effect
# Target sequence (P21728 whole entry, looked up): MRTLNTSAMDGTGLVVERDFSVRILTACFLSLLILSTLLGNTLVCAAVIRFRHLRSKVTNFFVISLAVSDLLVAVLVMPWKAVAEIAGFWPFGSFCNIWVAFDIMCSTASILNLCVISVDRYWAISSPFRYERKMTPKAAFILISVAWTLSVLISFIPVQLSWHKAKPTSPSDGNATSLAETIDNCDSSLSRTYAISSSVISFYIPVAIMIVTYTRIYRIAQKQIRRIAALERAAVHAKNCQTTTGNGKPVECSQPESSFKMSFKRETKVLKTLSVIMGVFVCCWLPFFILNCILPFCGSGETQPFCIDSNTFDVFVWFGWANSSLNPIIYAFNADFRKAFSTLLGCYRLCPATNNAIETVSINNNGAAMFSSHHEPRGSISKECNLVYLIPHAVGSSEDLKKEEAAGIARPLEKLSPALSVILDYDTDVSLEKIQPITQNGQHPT
#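 Agonism was scored from calcium flux recorded over 180 s (1 read/s) after pintool compound addition, following a 10-cycle baseline. Cells were inducible force-coupled HEK293 TREx D1, plated overnight at 30 C and loaded with no-wash calcium dye.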
# D1 antagonist: blocks dopamine activation of the human D1 receptor. P21728. activity change, negative = inhibition, % at 10 µM. 360,000 tested, 3.2% active. HEK293 TREx D1 cells, calcium flux, dopamine EC80; stronger effect = lower value; in the data active = activity change below about -30%; note: % is set by controls: 0 for no effect and ±100 for the full control effect
#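 Calcium flux readout: force-coupled, inducible Hek293 Trex D1 line, cells induced overnight at 30 C with tetracycline, dye-loaded 30–90 min at RT. Antagonism scored against EC80 dopamine challenge given 180 s after compound.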
# TRHR enhancer: allosterically enhances the human TRH receptor | 360,000 tested, 0.66% active | enhancement, % at 2 µM | P34981 | TRHR cells, fluo-8 calcium fluorescence, EC20 TRH enhancement; in the data active = enhancement above about 30%; note: 0% is about no effect
# Target sequence (P34981 whole entry, looked up): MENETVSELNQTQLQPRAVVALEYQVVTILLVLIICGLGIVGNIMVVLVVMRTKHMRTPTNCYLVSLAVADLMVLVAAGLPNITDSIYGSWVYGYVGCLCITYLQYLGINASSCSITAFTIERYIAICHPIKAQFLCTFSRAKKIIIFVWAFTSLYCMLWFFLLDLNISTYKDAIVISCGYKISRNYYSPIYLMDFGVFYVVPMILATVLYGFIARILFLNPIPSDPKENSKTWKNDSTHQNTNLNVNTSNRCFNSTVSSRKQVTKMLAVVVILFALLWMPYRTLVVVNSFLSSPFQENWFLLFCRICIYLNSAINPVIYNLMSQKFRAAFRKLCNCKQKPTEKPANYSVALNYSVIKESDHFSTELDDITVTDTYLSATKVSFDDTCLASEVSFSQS
#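 TRHR-expressing cells loaded with fluo-8 calcium dye were read kinetically (ex 480/em 530) during compound addition, then stimulated with an EC20 of TRH (10 nM final). Enhancement of the Gq-mediated intracellular calcium response was scored.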
# D2 potentiator: D2 dopamine receptor (human) potentiation; HEK293 T-REx D2, calcium flux, EC20 dopamine potentiation; potentiation, % at 10 µM; 340,000 tested, 0.34% active; AID 485347;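 active = potentiation over 3 SD above the plate norm, cut at about 30% in these data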; note: 0% is about no effect
#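 Primary screen. Calcium kinetics in induced HEK293 T-REx D2 cells: compound pre-addition 180 s, EC20 dopamine, 180 s more.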
# Apoferritin bind: candidate novel general anesthetic via apoferritin binding; Potency, µM (series often up to 77.5 µM), for inactives: top-dose activity change, negative = displacement, usual class: inhibitors; P02791; AID 485281; 350,000 tested, 0.074% active; apoferritin/1-aminoanthracene competitive binding, fluorescence; note: potency is the fitted concentration of half-maximal effect; % is set by controls: 0 for no effect and ±100 for the full control effect; nearly all actives have a fitted effect of over 20% in size
# Target sequence (P02791 2-175 limits assumed): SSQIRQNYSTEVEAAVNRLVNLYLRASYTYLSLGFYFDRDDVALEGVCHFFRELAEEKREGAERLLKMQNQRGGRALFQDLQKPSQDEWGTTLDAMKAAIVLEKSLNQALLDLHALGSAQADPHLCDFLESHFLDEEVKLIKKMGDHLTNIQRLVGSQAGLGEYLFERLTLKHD
#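 Horse-spleen apoferritin (10 uM) was mixed with 50% saturated 1-aminoanthracene in PBS, exposed to compounds for 10 min at room temperature, and read for fluorescence (ex 380 nm, em 535 nm). Competitive displacement was fitted with a four-parameter Hill equation.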
# RXFP1 antagonist: blocks the human relaxin receptor RXFP1; Q9HBX9; HEK293-RXFP1, relaxin-stimulated cAMP HTRF, 30 min; stronger effect = lower value; activity change, negative = inhibition, % at 57.5 µM; 350,000 tested, 0.59% active; AID 1259400;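 active = activity change of -60% or lower, but not beyond a set lower limit; inconclusive = change between -60% and -40%, or beyond the set limit; inactive = change above -40%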; note: % is set by controls: 0 for no effect and ±100 for the full control effect
# TRHR agonist: TRH receptor (human) agonism | TRHR cells, calcium flux fluo-8, FDSS agonist mode | activation, % at 2 µM | 360,000 tested, 0.18% active; in the data active = activation above about 30%; note: 0% is about no effect
#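 Read-out: compound-evoked intracellular calcium rise in TRHR cells, fluo-8 dye, kinetic FDSS fluorescence at 1 s/cycle following a 10-cycle baseline. Cells cultured overnight before dye loading (30 min–1.5 h, RT).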
# RXFP1 agonist: RXFP1 (human) receptor agonism; Q9HBX9; HEK293T-RXFP1 cAMP TR-FRET, 30 min; response scale: percent of porcine relaxin response, buffer zero; Potency, µM (titrated, usually from 57.5 µM), inactives show top-dose activation, usual class: activators; 370,000 tested, 0.3% active; AID 2676; note: potency is the fitted concentration of half-maximal effect; % is set by controls: 0 for no effect and ±100 for the full control effect; nearly all actives have a fitted effect of over 60% in size; many of its hits are not listed in these tables
#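 HEK293 cells stably expressing RXFP1, treated 30 min at 37C with compounds plus PDE4 inhibitor Ro 20174; cAMP measured by HTRF TR-FRET. Normalized to buffer and 29 nM porcine relaxin; EC50 by Hill fit.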
# D1 potentiator: enhances dopamine response at the human D1 receptor; HEK293 TREx D1 cells, calcium flux, dopamine EC20 potentiation; potentiation, % at 10 µM; 360,000 tested, 0.036% active; AID 504651; in the data active = potentiation above about 30%; note: 0% is about no effect
# The depositor's hits bear a star; ? = inconclusive; nt = not tested or not shown. Unless noted, calls come from the whole dose curve; as a rule, active = well fitted curve in the direction sought with a large enough effect; inconclusive = small, poorly fitted or top-dose-only effect, or another doubt; inactive = no such curve, though single readings can be large; an effect the other way counts as inactive or inconclusive. Not all compounds are listed; rates above refer to the full screens.
# Preview:
SMILES,D1 ag,D1 antagonist,TRHR enhancer,D2 potentiator,Apoferritin bind,RXFP1 antagonist,TRHR agonist,RXFP1 agonist,D1 potentiator
Cc1ccc2cc(C#N)c(N3CCCN(C(=O)C4CCCO4)CC3)nc2c1C (stereo unspecified),-1,-12,2,nt,-2%,-6,-0.2,4.4%,-8
NC(=O)Nc1ccc(C(=O)OCC(=O)N(Cc2ccccc2)C2CCS(=O)(=O)C2)cc1 (stereo unspecified),3,4,0,0,-5%,-6,1.8,1.2%,-4

# The list itself, repeating the preview:
SMILES,D1 ag,D1 antagonist,TRHR enhancer,D2 potentiator,Apoferritin bind,RXFP1 antagonist,TRHR agonist,RXFP1 agonist,D1 potentiator
Cc1ccc2cc(C#N)c(N3CCCN(C(=O)C4CCCO4)CC3)nc2c1C (stereo unspecified),-1,-12,2,nt,-2%,-6,-0.2,4.4%,-8
NC(=O)Nc1ccc(C(=O)OCC(=O)N(Cc2ccccc2)C2CCS(=O)(=O)C2)cc1 (stereo unspecified),3,4,0,0,-5%,-6,1.8,1.2%,-4
CN(C)S(=O)(=O)n1cnc(C(CCO)c2ncn(S(=O)(=O)N(C)C)c2CCCO)c1 (stereo unspecified),2,nt,6,15,nt,nt,0.3,3.3%,-2
Cc1nn(-c2ccccc2)c(Cl)c1C(=O)NCC(C)C,0,nt,-1,-18,-12%,-8,-0.5,-0.7%,0
CCc1cccc(C)c1NC(=O)C(NS(=O)(=O)c1ccc2c(c1)CCC(=O)N2)c1ccccc1 (stereo unspecified),-1,7,-7,4,-12%,nt,-0.1,-0.6%,8
CC(C)(C)OC(=O)NCCCCCc1nnc(SCc2cccc(F)c2)o1,18,-36*,-5,20,-3%,2,0.8,1.1%,-8
Cc1cccc(NC(=O)c2ccc(F)c(S(=O)(=O)NCc3ccc4c(c3)OCO4)c2)c1,0,-8,-5,-10,-8%,-8,-0.3,0.6%,-1
COc1cc2c(c(OC)c1OC)CCc1cnoc1-2,2,-4,12,18,-4%,1,-0.7,2.2%,-1
COc1ccccc1CNC(=O)CS(=O)(=O)c1ccc(C)cc1,0,4,10,-2,-9%,-3,-0.7,-0.6%,-14
Cc1c(CC(=O)NCC(=O)O)c(=O)oc2cc3c(cc12)CCC(C)(C)O3,0,-9,-4,-6,-10%,9,0.1,0.0%,-13

# Compound profiles, from the list above. Order of values: D1 ag, D1 antagonist, TRHR enhancer, D2 potentiator, Apoferritin bind, RXFP1 antagonist, TRHR agonist, RXFP1 agonist, D1 potentiator
# `CC(C)(C)OC(=O)NCCCCCc1nnc(SCc2cccc(F)c2)o1` across the screens: 18, -36*, -5, 20, -3%, 2, 0.8, 1.1%, -8
# `CN(C)S(=O)(=O)n1cnc(C(CCO)c2ncn(S(=O)(=O)N(C)C)c2CCCO)c1` (stereo unspecified) across the screens: 2, nt, 6, 15, nt, nt, 0.3, 3.3%, -2

# Next section.
SMILES,D1 ag,D1 antagonist,TRHR enhancer,D2 potentiator,Apoferritin bind,RXFP1 antagonist,TRHR agonist,RXFP1 agonist,D1 potentiator
COc1ccc(C2SCCN2C(=S)Nc2cccc(C(F)(F)F)c2)cc1 (stereo unspecified),56*,-36*,14,-3,0%,nt,0.3,1.6%,-9
COc1ccc(OC)c(N2Cc3ccccc3C2)c1,1,11,9,5,5%,3,-0.2,-1.0%,-1
COc1ccc(OC)c(C(C[N+](=O)[O-])c2c(C)cc3ccccn23)c1 (stereo unspecified),7,24,-4,1,-6%,-6,2.8,0.2%,nt
Cc1ccc(Nc2ncnc3sccc23)c(C)c1,3,-16,-3,2,-19%,0,-0.9,0.4%,-3
Cc1ccc(OCC(=O)Nc2cccc(C(=O)OCc3cc(=O)n4c(C)csc4n3)c2)cc1,1,-3,-3,-6,2%,-19,0.3,0.8%,0
CCOC(=O)Cn1cnc2c(C#N)c3n(c2c1=O)CCCCC3,2,-7,-2,-6,-9%,16,0.3,?,6
C/C(=N\NC(=O)C(NC(=O)c1ccccc1)C(C)C)c1ccccc1 (stereo unspecified),2,6,-4,8,-9%,-10,-0.6,6.1%,-4
COCC(=O)Nc1nc2n(n1)C(c1ccc(OC)cc1)CC(c1ccc(OC)cc1)N2 (stereo unspecified),2,0,2,4,4%,-1,0.7,-1.3%,8
CCc1cccc2[nH]c3cc([N+](=O)[O-])ccc3c12,3,10,-14,-6,-12%,-15,0.6,2.7%,2
CS(=O)(=O)N1CCN(C(=O)Cc2ccccc2Cl)CC1,1,11,-5,-8,-2%,24,0.0,1.6%,-2
CS(=O)(=O)N1CCN(C(=O)NC2CCCCC2)CC1,1,11,6,-2,1%,-9,2.0,0.4%,-7
COC(=O)c1cccc(NC(=O)Nc2ccccc2OC)c1,0,-7,1,-16,-4%,-14,-0.5,-0.4%,-1
COc1ccc2[nH]c3c(NCCC4=CCCCC4)ncnc3c2c1,14,-23,-13,nt,-5%,-71*,0.8,-0.9%,-6
Cc1ccc(Sc2ccc(N3CCCC(C(=O)Nc4ccc(Cl)cc4)C3)nn2)cc1 (stereo unspecified),-1,8,13,20,16%,nt,0.7,9.9%,1
CCOC(=O)CSc1nnc(CNC(=O)c2ccc(OC)cc2OC)n1-c1ccc(OC)cc1,1,-11,-1,-2,-10%,-11,-1.4,-0.8%,-3
O=[N+]([O-])c1cccc(S(=O)(=O)N/N=C/c2ccc(O)cc2)c1,6,-4,8,-3,-9%,5,0.3,0.0%,-4
Cc1nc(Cl)sc1C(=O)Nc1cc(F)cc(F)c1,16,-22,-10,4,-9%,1,0.2,0.0%,0
O=C(OC(C(=O)NC1CCCC1)c1cccnc1)C1=Cc2ccccc2OC1 (stereo unspecified),0,9,-1,16,-3%,4,-2.5,3.3%,-5
CCC1CCCCN1C(=O)COc1ccc(N(C)S(=O)(=O)c2ccc(C)cc2)cc1 (stereo unspecified),8,12,-2,2,2%,-1,-0.4,-1.1%,0
Cc1cc(-c2ccccc2)nc(N(C)NC(=O)c2ccc(Cl)cc2)c1S(C)(=O)=O,2,7,9,-18,-18%,-13,-0.6,-0.9%,6
CCOc1c(Br)cc(/C=C2\N=C(C)OC2=O)cc1Br,2,-3,2,3,4%,9,-0.1,3.8%,0
O=C(NCc1ccco1)c1c(O)c2cccc3c2n(c1=O)CCC3,3,13,0,0,-11%,-3,-0.1,19%,-2
CCCSc1ncnc2sc(C)c(C)c12,1,13,-7,-1,-3%,5,-0.2,-0.3%,-3
O=C(COn1nnc2ccc(Cl)cc21)NC12CC3CC(CC(C3)C1)C2,2,-3,14,19,?,-11,-0.6,0.8%,2
CCOC(=O)C1CCN(C(=S)Nc2cc(C)ccc2C)CC1,2,7,1,nt,-8%,13,-0.8,0.4%,4
COC(=O)C(C)Sc1nc2c(c(=O)n(C)c(=O)n2C)n1Cc1cccc(C)c1 (stereo unspecified),-3,30,-2,12,11%,-18,-0.2,3.9%,1
O=C(CCN1CCOCC1)Nc1cccc(Br)c1,2,3,-1,-3,-18%,7,-1.1,1.3%,3
O=C(c1ccco1)N1N=C2CCCCCC2C1(O)C(F)(F)F (stereo unspecified),17,-20,5,32*,-6%,1,-0.8,-1.1%,-3
O=C(NC1CC1)C1CCN(S(=O)(=O)c2ccc(Cl)c([N+](=O)[O-])c2)CC1,0,3,3,-13,nt,0,-0.1,1.6%,-8
C[C@H](NC(=O)OC(C)(C)C)C(=O)N/N=C/c1cccc2nccnc12,1,10,0,7,1%,-6,0.1,2.8%,4

# Six successive records already listed, for reference:
SMILES,D1 ag,D1 antagonist,TRHR enhancer,D2 potentiator,Apoferritin bind,RXFP1 antagonist,TRHR agonist,RXFP1 agonist,D1 potentiator
CCOc1c(Br)cc(/C=C2\N=C(C)OC2=O)cc1Br,2,-3,2,3,4%,9,-0.1,3.8%,0
O=C(NCc1ccco1)c1c(O)c2cccc3c2n(c1=O)CCC3,3,13,0,0,-11%,-3,-0.1,19%,-2
CCCSc1ncnc2sc(C)c(C)c12,1,13,-7,-1,-3%,5,-0.2,-0.3%,-3
O=C(COn1nnc2ccc(Cl)cc21)NC12CC3CC(CC(C3)C1)C2,2,-3,14,19,?,-11,-0.6,0.8%,2
CCOC(=O)C1CCN(C(=S)Nc2cc(C)ccc2C)CC1,2,7,1,nt,-8%,13,-0.8,0.4%,4
COC(=O)C(C)Sc1nc2c(c(=O)n(C)c(=O)n2C)n1Cc1cccc(C)c1 (stereo unspecified),-3,30,-2,12,11%,-18,-0.2,3.9%,1

# Next section
SMILES,D1 ag,D1 antagonist,TRHR enhancer,D2 potentiator,Apoferritin bind,RXFP1 antagonist,TRHR agonist,RXFP1 agonist,D1 potentiator
COc1ccc(CN2C(=O)c3ccccc3C2C(=O)NC2CCCC2)c(OC)c1 (stereo unspecified),3,-4,-1,-3,5%,21,0.6,-0.6%,-8
CCC(C)N1C(=O)S/C(=C/c2ccc(N3CCOCC3)cc2C)C1=O (stereo unspecified),6,-11,4,2,-15%,-14,0.7,2.4%,-2
Cc1c(CCO)c(=O)n(C)n1C(=O)c1ccc(F)cc1,5,12,-1,2,-9%,-6,0.5,0.8%,-7
Cc1ccc(NC(=S)NNC(=O)Cn2nc(C(F)F)cc2C(F)F)cc1,17,-4,7,1,-10%,-4,0.2,-0.3%,-7
CS(=O)(=O)N1N=C(c2cccs2)CC1c1ccc(Cl)o1 (stereo unspecified),-2,0,3,1,-5%,-3,0.0,-0.4%,4
CC(=O)Nc1ccccc1-c1nc2ccccc2n(C(C)C(=O)Nc2cccc(C)c2C)c1=O (stereo unspecified),0,-6,7,7,-10%,-7,-0.3,-0.6%,-2
O=C(NCCOC(=O)C1COc2ccccc2O1)c1cccnc1 (stereo unspecified),1,-9,4,-4,-12%,-1,0.5,0.7%,-5
CCC(=O)c1ccc(OCC(=O)N2CCc3cc(OC)c(OC)cc3C2)cc1,2,-1,-1,nt,-7%,-6,-1.2,-0.5%,-2
COC(=O)c1ccc(NC(=O)N2CCOCC2)cc1,2,3,1,9,-8%,2,0.4,1.9%,-1
CC(C)(C)OC(=O)N1CCC(c2c(C(=O)N3CCN(C4CCCCC4)CC3)cnn2-c2ccccc2)CC1,0,11,-3,2,-8%,5,-0.9,-0.9%,-2
O=C(Cc1coc2cc3c(cc12)CCC3)NCC1(N2CCCCC2)CCCCC1,1,15,13,-3,0%,-24,0.0,0.2%,2
O=C(Cn1c(=O)n(-c2ccc(F)cc2)c(=O)c2sc3ccccc3c21)NC1CCCC1,4,0,-10,1,-11%,nt,0.1,?,-2
O=C(CN1C(=O)c2cccnc2Oc2ccc(Cl)cc21)N1CCOCC1,1,3,12,3,6%,5,0.6,1.2%,2
Cn1c(=O)c2c(nc(CN3CCOCC3)n2CC(O)CO)n(C)c1=O (stereo unspecified),0,-17,3,nt,-10%,21,0.7,4.1%,6
